IDH1 mut inh – inhibitors of IDH1 R132H reductase, primary screen, biochemical, plate reader, single point. Isocitrate dehydrogenase [NADP] cytoplasmic (Homo sapiens), O75874. diaphorase/resazurin fluorescence, 60 min. inhibition, % at 10 µM. hit rate 0.18% among 70,000. AID 624101, 2012; in the data active means inhibition above about 34%;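 further: 0% = DMSO and 100% = no enzyme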
PRC2 inh – EZH2/PRC2 methyltransferase inhibitors, primary screen, biochemical, DELFIA time-resolved fluorescence, single point; Histone-lysine N-methyltransferase EZH2 (Homo sapiens), Q15910; inhibition, % at 12.5 µM; PRC2 H3K27 methylation, DELFIA TRF, 1 h; hit rate 0.35% among 57,000;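 active means mean inhibition of replicates at least 50% and every single replicate also reaching 50%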;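 further: dimethyl H3K27 on biotinylated H3 21-44 peptide detected by antibody; plate controls were median neutral control wells for no effect and median positive control wells for full effect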
Target sequence (Q15910 whole entry, looked up): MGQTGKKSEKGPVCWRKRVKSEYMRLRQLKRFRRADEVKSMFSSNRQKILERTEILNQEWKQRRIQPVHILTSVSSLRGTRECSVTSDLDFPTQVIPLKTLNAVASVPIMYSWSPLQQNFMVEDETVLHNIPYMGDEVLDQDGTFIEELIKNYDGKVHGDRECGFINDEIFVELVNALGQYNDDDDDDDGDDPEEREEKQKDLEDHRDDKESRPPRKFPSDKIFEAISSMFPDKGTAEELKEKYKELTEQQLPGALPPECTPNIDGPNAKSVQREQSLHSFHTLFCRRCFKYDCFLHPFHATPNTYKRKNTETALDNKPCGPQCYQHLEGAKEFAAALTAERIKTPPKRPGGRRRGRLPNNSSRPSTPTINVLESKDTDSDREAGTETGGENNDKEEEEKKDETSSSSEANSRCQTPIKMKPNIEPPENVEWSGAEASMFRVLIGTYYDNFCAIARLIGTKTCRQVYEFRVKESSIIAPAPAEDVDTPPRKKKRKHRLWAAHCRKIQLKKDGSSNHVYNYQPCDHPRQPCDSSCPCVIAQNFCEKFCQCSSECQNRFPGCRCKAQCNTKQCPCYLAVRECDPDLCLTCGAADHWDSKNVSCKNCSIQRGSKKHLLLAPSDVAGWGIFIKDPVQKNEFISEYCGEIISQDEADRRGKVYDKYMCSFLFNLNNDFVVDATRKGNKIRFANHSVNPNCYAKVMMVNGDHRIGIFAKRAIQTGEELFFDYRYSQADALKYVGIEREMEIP
Starred values were filed as active, the others as inactive; . = no result given.

SMILES	IDH1 mut inh	PRC2 inh
C[C@H]1CN([C@@H](C)CO)C(=O)c2cccc(NS(=O)(=O)c3cccs3)c2O[C@@H]1CN(C)Cc1ccccc1	-0.4	9
C[C@@H]1CN([C@H](C)CO)C(=O)Cc2cc(NC(=O)NC3CCCCC3)ccc2O[C@H]1CN(C)C(=O)Nc1cccc2ccccc12	-3.6	0
CO[C@@H]1CN(C)C(=O)c2ccc(NC(=O)C3CCOCC3)cc2OC[C@H](C)N(CC2CC2)C[C@@H]1C	0.1	1
COc1cc(OC)c(C(=O)NCCCN(C)C)cc1OC	-0.7	1
CCC(=O)Nc1ccc2c(c1)OC[C@H](C)N(Cc1ccccn1)C[C@H](C)[C@H](OC)CN(C)C2=O	0.2	8
C[C@@H]1CN([C@@H](C)CO)S(=O)(=O)c2ccc(/C=C/c3ccccc3)cc2O[C@@H]1CN(C)C(=O)Nc1ccc(F)cc1	0.6	-17
COc1ccc(S(=O)(=O)Nc2ccc3c(c2)C(=O)N([C@@H](C)CO)C[C@H](C)[C@@H](CN(C)S(C)(=O)=O)O3)cc1	-2.7	.
COc1ccc(C(=O)CSc2n[nH]c(-c3ccccc3)n2)cc1[N+](=O)[O-]	0.0	-1
C[C@@H]1CCCCO[C@@H](CN(C)C(=O)C2CCCCC2)[C@H](C)CN([C@@H](C)CO)C(=O)c2cc(NC(=O)C3CCCCC3)ccc2O1	9.2	.
COc1ccccc1C#Cc1cnc2c(c1)C(=O)N([C@@H](C)CO)C[C@H](C)[C@@H](CN(C)C(=O)CN(C)C)O2	1.9	.
C[C@H](CO)N1C[C@H](C)[C@@H](CN(C)C(=O)c2ccccc2)OCCCC[C@H](C)Oc2ccc(NS(=O)(=O)c3ccc(Cl)cc3)cc2C1=O	-2.1	.
COc1cc2c(cc1NC(=O)CCOc1ccc(C)cc1)oc1ccccc12	-0.1	-3
C[C@@H]1CCCCO[C@H](CN(C)C(=O)Nc2ccc3c(c2)OCO3)[C@H](C)CN([C@@H](C)CO)C(=O)c2cc(N(C)C)ccc2O1	-2.2	-4
Cc1ccc(-c2ccc3c(c2)O[C@H](CN(C)C(=O)CC2CC2)[C@@H](C)CN([C@@H](C)CO)S3(=O)=O)cc1	0.0	-13
C[C@H]1CCCCO[C@@H](CN(C)CC2CC2)[C@@H](C)CN([C@@H](C)CO)C(=O)c2cc(NC(=O)Nc3ccc(F)cc3)ccc2O1	.	-11
C[C@H](CO)N1C[C@H](C)[C@H](CN(C)Cc2ccccc2)Oc2ccc(NS(=O)(=O)c3ccc(Cl)cc3)cc2CC1=O	-0.3	-5
CCC(=O)N1C[C@@H](C)[C@H](OC)CN(C)C(=O)c2ccc(NS(C)(=O)=O)cc2OC[C@H]1C	-0.2	-4
CO[C@@H]1CN(C)C(=O)c2cc(NC(=O)C3CC3)ccc2OC[C@H](C)N(C(=O)c2ccccc2F)C[C@@H]1C	0.2	2
C[C@H](CO)N1C[C@H](C)[C@@H](CN(C)C(=O)Nc2ccccc2)OCc2cn(nn2)CCCC1=O	1.5	5
COc1ccc(S(=O)(=O)N(C)C[C@@H]2Oc3cc(C#CC4CCCC4)ccc3S(=O)(=O)N([C@H](C)CO)C[C@H]2C)cc1	-0.3	-14

Complete entries from above. Screens in order: IDH1 mut inh	PRC2 inh
Profile of CCC(=O)Nc1ccc2c(c1)OC[C@H](C)N(Cc1ccccn1)C[C@H](C)[C@H](OC)CN(C)C2=O : 0.2	8
Profile of Cc1ccc(-c2ccc3c(c2)O[C@H](CN(C)C(=O)CC2CC2)[C@@H](C)CN([C@@H](C)CO)S3(=O)=O)cc1 : 0.0	-13
Profile of CCC(=O)N1C[C@@H](C)[C@H](OC)CN(C)C(=O)c2ccc(NS(C)(=O)=O)cc2OC[C@H]1C : -0.2	-4
Profile of COc1ccccc1C#Cc1cnc2c(c1)C(=O)N([C@@H](C)CO)C[C@H](C)[C@@H](CN(C)C(=O)CN(C)C)O2 : 1.9	.
Profile of COc1ccc(S(=O)(=O)Nc2ccc3c(c2)C(=O)N([C@@H](C)CO)C[C@H](C)[C@@H](CN(C)S(C)(=O)=O)O3)cc1 : -2.7	.

The listing continues.
SMILES	IDH1 mut inh	PRC2 inh
CO[C@@H]1CN(C)C(=O)c2cc(NC(=O)c3cc(C)on3)ccc2OC[C@@H](C)N(S(=O)(=O)c2ccc(F)cc2)C[C@H]1C	-0.1	-12
CC(/C=C/C(=O)NO)=C\c1ccccc1OCc1cn(-c2cccc(C(=O)N3CCN(c4ccccc4)CC3)c2)nn1	.	-30
C[C@H](CO)N1C[C@H](C)[C@@H](CN(C)C)Oc2ccc(NC(=O)Nc3ccc4c(c3)OCO4)cc2C1=O	-0.1	-2
C[C@H]1CN([C@@H](C)CO)C(=O)c2cc(C#CC3CC3)cnc2O[C@@H]1CN(C)C(=O)c1ccncc1	.	4
CO[C@H]1CN(C)C(=O)c2ccc(NC(=O)C3CC3)cc2OC[C@@H](C)N(C(=O)C2CCCCC2)C[C@H]1C	-0.3	-6
COc1ccc(S(=O)(=O)Nc2ccc3c(c2)C(=O)N([C@H](C)CO)C[C@H](C)[C@@H](CN(C)CC2CC2)OCCCC[C@H](C)O3)cc1	0.6	.
Cc1ccc(O)c(NC(=O)CN(C)S(=O)(=O)c2ccc(Cl)cc2)c1	-0.5	-14
C[C@H]1CN([C@@H](C)CO)C(=O)Cc2cc(NC(=O)CCCCCC(=O)Nc3ccccc3N)ccc2O[C@@H]1CN(C)Cc1ccc(Cl)c(Cl)c1	-0.3	-25
COc1cccc(NC(=O)N(C)C[C@@H]2Oc3ncc(/C=C/c4ccccc4)cc3C(=O)N([C@H](C)CO)C[C@@H]2C)c1	1.2	-17
C/C=C/c1cnc2c(c1)C(=O)N([C@H](C)CO)C[C@H](C)[C@@H](CN(C)C(=O)c1cccnc1)O2	0.0	-10
CCCNC(=O)Nc1ccc2c(c1)OC[C@H](C)N(C(C)=O)C[C@@H](C)[C@@H](OC)CN(C)C2=O	0.3	0
c1ccc2[nH]c(CSc3ncnc4sc5c(c34)CCCC5)nc2c1	0.2	-5
Cc1cc(NC(=O)CCCN2C(=O)c3cccc4cccc(c34)C2=O)n(-c2ccccc2)n1	0.3	.
COc1ccc(NC(=O)Nc2ccc3c(c2)[C@@H]2C[C@H](CC(=O)N4CCc5ccccc5C4)O[C@H](CO)[C@@H]2O3)cc1	0.5	-8
COc1ccc(S(=O)(=O)N(CC(=O)O)c2ccc(F)cc2)cc1	0.0	-15
COCC(=O)Nc1ccc2c(c1)C(=O)N(C)C[C@H](OC)[C@H](C)CN(Cc1cccc(F)c1)[C@H](C)CO2	0.0	8
C[C@@H]1CN([C@@H](C)CO)S(=O)(=O)c2ccc(C3=CCCC3)cc2O[C@@H]1CN(C)C(=O)C1CCCCC1	-0.4	-7
O=C(c1ccc(F)cc1)C1CCN(CCCCc2ccccc2)CC1	-1.7	10
CN(C)Cc1cn(CC[C@@H]2CC[C@H](NC(=O)Cc3cccnc3)[C@H](CO)O2)nn1	0.3	9
C[C@H](CO)N1C[C@H](C)[C@H](CN(C)C(=O)c2ccc(N3CCN(C)CC3)cc2)OCc2cnnn2CCCC1=O	.	-2

In the list so far, these contain a thiophene ring, fused or not:
SMILES	IDH1 mut inh	PRC2 inh
C[C@H]1CN([C@@H](C)CO)C(=O)c2cccc(NS(=O)(=O)c3cccs3)c2O[C@@H]1CN(C)Cc1ccccc1	-0.4	9
c1ccc2[nH]c(CSc3ncnc4sc5c(c34)CCCC5)nc2c1	0.2	-5

New compounds follow:
SMILES	IDH1 mut inh	PRC2 inh
C[C@@H]1CN([C@@H](C)CO)C(=O)c2cc(-c3ccccc3)cnc2O[C@H]1CN(C)C(=O)Nc1ccc2c(c1)OCO2	-0.3	.
C[C@H]1CN([C@@H](C)CO)C(=O)c2cc(C#CC3CCCCC3)cnc2O[C@H]1CN(C)CC1CC1	0.2	-23
Cc1ccc(-c2nn(-c3ccc(C)cc3)c3c2cnc2c(F)cccc23)cc1	-1.0	-7
O=C(CN1CCOCC1)N[C@@H]1CC[C@H](CCn2cc(C3CCCCC3)nn2)O[C@H]1CO	0.2	9
C[C@H]1CN([C@@H](C)CO)C(=O)c2cc(NS(C)(=O)=O)ccc2O[C@@H]1CN(C)C(=O)Nc1ccc(F)cc1	2.5	0
COCCOC(=O)N1C(=O)[C@@]2(c3ccccc31)[C@H](c1ccccc1OCCO)N1[C@H](c3ccccc3)[C@H](c3ccccc3)OC(=O)[C@H]1[C@@H]2C(=O)N1CCN(c2ncccn2)CC1	.	-8
CCC(=O)N(C)C[C@@H]1Oc2cc(C#Cc3ccccn3)ccc2S(=O)(=O)N([C@H](C)CO)C[C@H]1C	-0.9	-13
Cc1noc(C)c1NC(=O)Nc1ccc2c(c1)C(=O)N([C@@H](C)CO)C[C@H](C)[C@@H](CN(C)S(=O)(=O)c1c(C)noc1C)OCCCC[C@H](C)O2	-0.1	.
C[C@@H]1CN([C@@H](C)CO)C(=O)c2cc(NS(C)(=O)=O)ccc2O[C@H]1CN(C)Cc1ccc2c(c1)OCO2	0.3	7
CC(C)NC(=O)N(C)C[C@@H]1Oc2c(NC(=O)C3CCOCC3)cccc2C(=O)N([C@H](C)CO)C[C@H]1C	-0.4	-1
Cc1ccc([N+](=O)[O-])c(OCCCCn2cncn2)c1	0.5	-21
COc1ccc(S(=O)(=O)N(C)C[C@H]2Oc3c(NC(=O)CCCCCC(=O)Nc4ccccc4N)cccc3C(=O)N([C@H](C)CO)C[C@H]2C)cc1	.	-1
COc1ccc(NC(=O)N(C)C[C@H]2Oc3c(NC(=O)C4CCCCC4)cccc3C(=O)N([C@H](C)CO)C[C@@H]2C)cc1	2.5	-3
C[C@H](CO)N1C[C@H](C)[C@@H](CN(C)C(=O)Nc2cccc3ccccc23)Oc2ccc(NS(=O)(=O)c3ccc(Cl)cc3)cc2CC1=O	-0.2	.
COc1cccc2cc(C(=O)Nc3sc4c(c3C(N)=O)CCCCC4)c(=O)oc12	0.2	4
O=C(C[C@H]1CC[C@@H](NS(=O)(=O)c2ccc(F)cc2)[C@@H](CO)O1)NC1CCCCC1	0.4	-1
C[C@H]1CN([C@@H](C)CO)C(=O)c2cc(NS(=O)(=O)c3cn(C)cn3)ccc2O[C@@H]1CN(C)S(=O)(=O)c1ccccc1	-0.2	.
O=C(NCC[C@@H]1CC[C@H](NC(=O)C2CCC2)[C@H](CO)O1)c1cc(Cl)cc(Cl)c1	0.0	-7
CO[C@@H]1CN(C)C(=O)c2ccc(NC(=O)NC(C)C)cc2OC[C@H](C)N(Cc2cncnc2)C[C@@H]1C	0.2	8
CS(=O)(=O)Nc1ccc2c(c1)[C@H]1C[C@H](CC(=O)NCc3ccncc3)O[C@@H](CO)[C@H]1O2	0.3	6
COc1cccc(S(=O)(=O)Nc2ccc3c(c2)[C@@H]2C[C@H](CC(=O)NCc4ccc(Cl)cc4)O[C@@H](CO)[C@@H]2O3)c1	-0.1	0
Cc1ccc(-c2ccc3c(c2)O[C@H](CN(C)Cc2cncnc2)[C@H](C)CN([C@H](C)CO)S3(=O)=O)cc1	-1.0	-7
COc1ccccc1-c1nnc(SCC(=O)c2ccc(NC(C)=O)cc2)o1	0.3	-44
COC(=O)Nc1ccc2c(c1)N(C(=O)CCN1CCOCC1)c1ccccc1CC2	0.2	-2
COCC(=O)Nc1ccc2c(c1)[C@H]1C[C@H](CC(=O)N3CCN(C)CC3)O[C@H](CO)[C@H]1O2	-1.9	8
CCCNC(=O)C[C@@H]1C[C@H]2c3cc(NS(C)(=O)=O)ccc3O[C@H]2[C@H](CO)O1	2.3	-7
CCC(=O)N1C[C@@H](C)[C@@H](OC)CN(C)C(=O)c2ccc(NC(=O)c3cnccn3)cc2OC[C@@H]1C	-0.3	5
COc1cc(OC)c(NC(=O)CSc2nnnn2-c2ccccc2)cc1Cl	0.3	-2
O=C1C(=O)N(CCCn2ccnc2)C(c2cccs2)C1C(=O)c1cc2ccccc2o1 (stereo unspecified)	1.8	1
CCOC(=O)c1cnc2nc(NCc3ccc(OC)c(OC)c3)[nH]n2c1=O	0.4	10
COCC(=O)Nc1ccc2c(c1)C(=O)N(C)C[C@H](OC)[C@@H](C)CN(C(C)=O)[C@H](C)CO2	-0.2	4
CCn1c(SCC(=O)O)nnc1-c1c[nH]c2ccccc12	0.2	25
Cc1ccc2nsnc2c1NC(=O)COc1ccc(Br)cc1	0.8	.
Cc1cc(C(=O)Nc2cccc3c2O[C@@H](CN(C)Cc2ccc(C(=O)Nc4ccccc4N)cc2)[C@@H](C)CN([C@@H](C)CO)C3=O)n(C)n1	0.5	4
C[C@H]1CN([C@@H](C)CO)C(=O)c2cccc(NC(=O)Nc3cccc4ccccc34)c2O[C@H]1CN(C)S(=O)(=O)c1cn(C)cn1	-14	.
C[C@H](CO)N1C[C@H](C)[C@@H](CN(C)C(=O)Nc2ccc(F)cc2)Oc2ncc(C#CC3CC3)cc2C1=O	2.4	-31
O=C(O)C[C@@H]1C[C@@H]2c3cc(NC(=O)Nc4ccc(C(F)(F)F)cc4)ccc3O[C@@H]2[C@@H](CO)O1	50*	5
CNC[C@H]1Oc2ccc(NC(=O)Nc3c(C)noc3C)cc2C(=O)N([C@H](C)CO)C[C@@H]1C	1.2	-3
CN(C)CC(=O)Nc1ccc2c(c1)[C@H]1C[C@H](CC(=O)NCC3CC3)O[C@H](CO)[C@H]1O2	-0.3	-14
C[C@@H]1CN([C@@H](C)CO)C(=O)CCCn2nncc2CO[C@H]1CN(C)C(=O)Nc1cccc(Oc2ccccn2)c1	0.5	-3

Not all compounds are listed (hit frequency here may not be typical).
